Assay outcomes from PubChem BioAssay.
GLP1R cytotox: cytotoxic in the GLP-1 receptor inverse agonist counter-screen. Potency, µM (titrated, usually from 38.3 µM), inactives show top-dose activity change, negative = inhibition, usual class: inhibitors. 410,000 compounds, 0.13% hits. HEK293 cAMP-luciferase reporter cells, luminescence, 24 h;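 further: loss of luciferase light is scored as toxicity; potency means the concentration at half of the fitted maximal effect; on the % scale 0 is the no-effect control and ±100 the full control effect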
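Quantitative HTS format, 1536 wells, 200 cells/uL seeded. Compounds: 23 nL, 24 h, 37 °C. Detection: luciferase reagent, luminescence at 12 min RT; decreased signal taken as cytotoxic.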
TDP43 rescue: inhibitors of TDP-43 toxicity in yeast; TDP-43 expressing yeast growth rescue, BacTiter-Glo, 24 h; Potency, µM (titrated, usually from 46.1 µM), inactives show at the highest dose growth rescue (activation), actives largely listed as activators; 410,000 compounds, 1.8% hits; AID 652104; further: potency means the concentration at half of the fitted maximal effect; % of control where 0% means no effect; nearly all actives have a fitted effect of over 50% in size
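Growth rescue of TDP-43-toxic yeast measured as ATP luminescence (BacTiter-Glo). Cells grown to mid-log in raffinose, induced in galactose at OD600=0.02, exposed to compound 24 hr at 30 deg C.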
aSyn rescue: inhibitors of alpha-synuclein toxicity in yeast; Yeast expressing alpha-synuclein, growth rescue, BacTiter-Glo, 24 h; Potency, µM (doses to about 46.1 µM), without a hit: top-dose growth rescue (activation), most hits filed as activators; 370,000 compounds, 0.14% hits; AID 652106; further: potency means the concentration at half of the fitted maximal effect; % of control where 0% means no effect; nearly all actives have a fitted effect of over 65% in size
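Galactose-induced alpha-syn yeast (OD600=0.02, raffinose-pregrown) + pinned cpd, 24 hr, 30 deg C; growth by BacTiter-Glo luminescence. Growth restoration scores as activation.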
D3 ag: activates the human D3 dopamine receptor | AID 652048 | max activation, % | D3R DiscoveRx beta-arrestin cells, luminescence, 90 min | P35462 | 410,000 compounds, 0.58% hits; in the data active means max activation above about 30%; further: 0% is about no effect; mostly tested at two doses, the higher about 12 µM
Target sequence (P35462 whole entry, looked up): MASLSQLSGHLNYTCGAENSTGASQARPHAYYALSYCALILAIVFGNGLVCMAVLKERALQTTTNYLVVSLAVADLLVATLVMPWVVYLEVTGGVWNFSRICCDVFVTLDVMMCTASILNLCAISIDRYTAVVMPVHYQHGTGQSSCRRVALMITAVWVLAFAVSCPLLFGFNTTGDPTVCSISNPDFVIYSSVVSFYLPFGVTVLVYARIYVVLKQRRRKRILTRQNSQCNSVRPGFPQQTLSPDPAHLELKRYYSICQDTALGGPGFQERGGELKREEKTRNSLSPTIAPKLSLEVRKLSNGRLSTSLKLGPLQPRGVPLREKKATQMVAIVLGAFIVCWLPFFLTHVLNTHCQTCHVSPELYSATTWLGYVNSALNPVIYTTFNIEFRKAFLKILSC
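Agonist mode: compounds and dopamine controls were applied to plated cells for 90 min at 37 degrees C after an overnight attachment at 1500 cells/well. Luminescent read-out followed 30 - 60 minutes at room temperature with DiscoveRx detection reagent.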
PTHR1 ag: PTHR1 (human) receptor agonism; Potency, µM (series often up to 115 µM), inactives show at the top dose activation, actives largely listed as activators; 410,000 compounds, 0.075% hits; HEK293 GP2 PTHR1 cells, GloSensor cAMP luminescence, 1 h; Q03431; further: potency means the concentration at half of the fitted maximal effect; nearly all actives have a fitted effect of over 55% in size; some results filed as inactive show a strong effect at the top dose; inactives centre near -15; many of its hits are not listed in these tables
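HEK-293-derived GP2 cells expressing PTHR1 and a GloSensor cAMP reporter, 3,000/well, plated overnight, given luciferin plus IBMX (each 0.5 mM as added) for 1 h at 37 °C, then compound for 1 h at 37 °C. Luminescence was read after 15 min at room temperature.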
KB-V1 MDR tox: KB-V1 MDR subline cytotoxicity; KB-V1 MDR cells viability, CellTiter-Glo, 72 h; Potency, µM (highest dose often 46.1 µM), for the others: at the top dose activity change, negative = cytotoxicity, usual class: cytotoxic; 400,000 compounds, 3.4% hits; AID 1347076; further: potency means the concentration at half of the fitted maximal effect; on the % scale 0 is the no-effect control and ±100 the full control effect; nearly all actives have a fitted effect of over 60% in size
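Cytotoxicity via CellTiter-Glo luminescence after 72 h compound exposure at 37 degrees C. Cells: drug-selected KB-V1 line, DMEM phenol-red free plus 10% FBS. Compounds tested at multiple concentrations; normalized data fitted to concentration-effect curves.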
GLP1R ag: activates the human GLP-1 receptor; 380,000 compounds, 0.007% hits; AID 624172; P43220; Potency, µM (doses to about 45.6 µM), without a hit: top-dose activation, most hits filed as activators; HEK293 GLP-1R CRE-luciferase, luminescence, 4-6 h; cells express a hypersensitive GLP-1R form; further: potency means the concentration at half of the fitted maximal effect; % of control where 0% means no effect
Target sequence (P43220 whole entry, looked up): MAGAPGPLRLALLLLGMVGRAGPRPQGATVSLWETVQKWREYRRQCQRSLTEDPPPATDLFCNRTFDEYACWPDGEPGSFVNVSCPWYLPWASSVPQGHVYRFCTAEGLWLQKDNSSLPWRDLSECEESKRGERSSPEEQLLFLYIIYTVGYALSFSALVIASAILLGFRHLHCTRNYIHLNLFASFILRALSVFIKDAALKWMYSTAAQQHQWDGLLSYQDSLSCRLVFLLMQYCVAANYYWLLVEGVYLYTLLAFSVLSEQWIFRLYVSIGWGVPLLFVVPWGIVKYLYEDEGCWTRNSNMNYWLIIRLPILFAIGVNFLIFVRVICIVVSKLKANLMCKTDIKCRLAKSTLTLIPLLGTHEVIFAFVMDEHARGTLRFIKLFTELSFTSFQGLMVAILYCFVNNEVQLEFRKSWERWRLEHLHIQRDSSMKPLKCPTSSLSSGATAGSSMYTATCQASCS
GLP-1R inv ag: inverse agonists of human GLP-1 receptor | P43220 | HEK293 GLP-1R CRE-luciferase, luminescence, 24 h; GLP-1R form is constitutively active | Potency, µM (series often up to 38.3 µM), without a hit: at the top dose activity change, negative = inhibition, hits mostly inhibitors | 410,000 compounds, 1.6% hits | AID 624417; further: potency means the concentration at half of the fitted maximal effect; on the % scale 0 is the no-effect control and ±100 the full control effect; nearly all actives have a fitted effect of over 55% in size
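Luminescence readout: a drop in cAMP-driven luciferase signal flags inverse agonism at a constitutively active GLP-1R stably expressed in HEK293. Compound exposure lasted 24 hr at 37 deg C, 5% CO2.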
DRD3 antagonist: D3 dopamine receptor (human) antagonism; D3R cells, DiscoveRx beta-arrestin luminescence, antagonist mode; stronger effect = lower value; 360,000 compounds, 2.5% hits; AID 652054; max response, negative = inhibition, %; P35462; in the data active means max response below about -50%; inconclusive means no clear call, values can overlap the other calls; further: on the % scale 0 is the no-effect control and ±100 the full control effect; mostly tested at two doses, the higher about 12 µM
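Cells expressing the human receptor were seeded at 1500 cells/well, incubated overnight at 37 degrees C in 5% CO2, then exposed to library compounds with dopamine controls for 90 minutes at 37 degrees C before luminescent detection.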
Starred values were filed as active, the others as inactive; i = inactive; ? = inconclusive; / = no result given; [ ] = another dose, or the depositor's remark. Unless noted, the call rests on the fitted dose curve; in most records, active means well fitted curve in the direction sought with a large enough effect; inconclusive means small, poorly fitted or top-dose-only effect, or another doubt; inactive means no such curve, though single readings can be large; an effect the other way counts as inactive or inconclusive. The list is partial; count on the stated rates, not on these rows.

molecule | GLP1R cytotox | TDP43 rescue | aSyn rescue | D3 ag | PTHR1 ag | KB-V1 MDR tox | GLP1R ag | GLP-1R inv ag | DRD3 antagonist
O=C(NNC(=O)c1ccccc1Br)c1cccc(Cl)c1 | -18% | 0% | -1% | -3 | i | -2% | 1% | 6% | -25
Cc1ccc(NS(=O)(=O)c2cn(C)c(=O)n(C)c2=O)c(C)c1 | 1% | 12% | -2% | -6 | i | -4% | 5% | 7% | 9
COc1cccc(/C=C(\C#N)C(=O)Nc2ccc(NC(C)=O)cc2)c1OC | -4% | -16% | / | -10 | i | / | / | 2% | /
NN=C(c1ccccc1)c1ccccc1 | -7% | 3% | 2% | 1 | i | 16% | 4% | ? | 38
NC(=O)C1CCN(C(=O)c2ccc(Cl)c(S(=O)(=O)N3CCCCCC3)c2)CC1 | -17% | 17% | 3% | 6 | -21% | -13% | -1% | 5% | -7
COc1ccc(N2CCN(C(CNC(=O)c3c(F)cccc3F)c3ccc4c(c3)OCO4)CC2)cc1 (stereo not given) | 7% | 20%[9.22 µM] | / | -23 | -9% | -15% | / | 3% | /
CCn1c(COc2ccccc2)nnc1SCC(=O)Nc1ccc2c(c1)OCCO2 | -2% | -11% | -7% | -3 | -2%[57.5 µM] | -9% | 0% | ? | -2
CCOC(=O)C1CCN(C(c2ccc(OCC)cc2)c2c(O)cc(C)n(CCOC)c2=O)CC1 (stereo not given) | 9% | 5% | / | 6 | 0% | 14% | / | -7% | /
O=C(COC(=O)c1cccs1)Nc1ccccc1Cl | -1% | -1% | -4% | -6 | -5% | 4% | 12% | 11% | -3
CCCCn1c(SCC(=O)N(C)C)nnc1-c1ccncc1 | 3% | 7% | -1% | 6 | i | -5% | 0% | 4% | 3
Cc1ccc(S(=O)(=O)CCC(=O)OCC(=O)NCCc2ccc(F)cc2)cc1 | -2% | 4% | 2% | -9 | -23% | -8% | -5% | -5% | 19
CCOC(=O)c1ccc2[nH]c(C)cc(=O)c2c1 | 1% | -18% | -1% | -11 | -14%[57.5 µM] | -6% | 3% | 19% | -26
CN(Cc1ccccc1)c1cc2c(c3c1ccn3C)C1CCC2C1 (stereo not given) | -13% | 0% | -12% | 6 | -18% | 0% | -2% | ? | -12
COc1cc(OC)cc(C(=O)N(CCCN2C(=O)c3cccc4cccc(c34)C2=O)c2cccc(OC)c2)c1 | -4% | 10% | 10% | 4 | i | -5% | 0% | 0% | 0
CCn1cc(C(=O)Nc2cccc(Cl)c2)c2cc(OC)c(OC)cc2c1=O | -17% | ? | / | -2 | -16% | -24% | 0% | -30% | /
CN(C)/N=C/c1ccc(Sc2ccc([N+](=O)[O-])cc2[N+](=O)[O-])o1 | -3% | 4% | -5% | -3 | -29% | 0% | -1% | 22% | 0
C#CCN(C[C@H]1[C@H](OC(=O)NC2CCCC2)[C@H](OC(=O)NC2CCCC2)C[C@@H](C(=O)OC)[C@H]1C(=O)OC)S(=O)(=O)c1ccc(C)cc1 | -35% | 0% | -1% | 6 | -39%[inhibitor] | ? | -1% | ? | 2
COc1cccc(NC(=O)CSc2nnc(Cc3cccs3)n2-c2ccc(C)cc2)c1 | -6% | -12% | 13% | 17 | -4%[57.5 µM] | 8.2µM* | -7% | ? | 80
O=C(/C=C/c1cccc([N+](=O)[O-])c1)NCCSCc1ccc(Cl)cc1Cl | -4% | ? | 17% | 13 | -17% | 0% | 14% | ? | -9
CC1(C)C(CSc2nc3ccccc3[nH]2)C1(Cl)Cl (stereo not given) | -8% | -10% | -36%[inhibitor] | 12 | i | -5% | ? | ? | -1
Cc1cc(N2CCN(c3ccc(F)cc3)CC2)n2cnnc2n1 | -4% | 22% | / | 5 | -13% | / | / | 6% | /
O=C1CN(C(=S)NC(=O)c2ccc(-c3ccccc3)cc2)CCN1 | 0% | 16% | 3% | -2 | -25% | 17% | 8% | 8% | -17
S=C(Nc1cccc(Br)c1)c1ccccc1 | -6% | 13µM* | -11% | -1 | -31% | 7% | 4% | 13µM* | 0
Cc1c(Nc2ncnc3c2cnn3-c2ccccc2)c(=O)n(-c2ccccc2)n1C | 0% | -32%[inhibitor] | -4% | -2 | -51%[inhibitor] | ? | -2% | 25% | -11
Cc1ccc(-c2nnn3c2nc(Cl)c2ccccc23)cc1 | 7% | 5% | -17% | 16 | i | 12% | 4% | 24% | 3
O=C(O)C1C2C=CC(C2)C1C(=O)NCc1cccnc1 (stereo not given) | 5% | 11% | -11% | -2 | i | ? | -7% | 0% | -24
Cc1ccc(CN2C(=O)CCC2C(=O)NCCN2CCN(c3cccc(Cl)c3)CC2)cc1 (stereo not given) | -6% | -8% | 4% | -26 | -5% | -4% | 9% | -15% | -16
CN(Cc1ccccc1)C1CCNCC1 | 3% | -10% | 7% | 4 | i | 14% | -3% | -23% | -9
Fc1ccc(-c2nc(-c3cccs3)c(-c3cccs3)[nH]2)cc1 | -11% | 37% | / | -1 | i | / | / | ? | /
CC(=O)c1nnn(-c2ccccc2C#N)c1C | -1% | -27% | 10% | 21 | i | 11% | 1% | 14% | 2
O=C(NCc1ccccc1OC(F)(F)F)C1CCC(=O)N(CCCN2CCOCC2)C1 (stereo not given) | -5% | 17% | -8% | 3 | i | 21% | 10% | 2% | 2
NS(=O)(=O)c1ccc(NC(=O)CN2CCN(Cc3ccccc3)CC2)cc1 | -7% | -5% | -16% | -2 | ? | 20% | -6% | -10% | 8
CCCCN(C)CCn1c(=S)[nH]c2ccc(N3CCOCC3)cc2c1=O | 19% | 0% | 3% | -3 | -40%[inhibitor][57.5 µM] | ? | -7% | 0% | -66*
COc1ccc(/C=C/C(=O)N/C(=C\c2ccco2)C(=O)NCCc2nc3ccccc3[nH]2)cc1 | -18% | -5% | -5% | -3 | i | -7% | 4% | -7% | 9
CN(CC(=O)Nc1cccc2ccccc12)C(=O)c1cccc(S(=O)(=O)N(C)C)c1 | -6% | -9% | -5% | -6 | -23% | -2% | 5% | -15% | -12
CC(C)CN(C(=O)CN(C)CC(=O)Nc1ccccc1C#N)c1c(N)n(CC(C)C)c(=O)[nH]c1=O | -8% | -10% | 2% | -10 | -16% | ? | 3% | -4% | 12
CCN(CC(=O)Nc1c(F)cccc1F)C(=O)c1ccc(Cl)c(S(=O)(=O)N2CCCCC2)c1 | 3% | -4% | 3% | 0 | i | -27% | 0% | -22% | -8
O=C(C1CCN(S(=O)(=O)c2cccs2)CC1)N1CCCCC1 | 5% | 14% | -1% | 3 | -63%[inhibitor] | -1% | -3% | -1% | -2
COc1cccc(/C=N/NC(=O)C(C)Cn2cnc3ccccc32)c1 (stereo not given) | -6% | 16% | -1% | 4 | -44%[inhibitor] | -6% | 16% | -3% | 2
CC(C)CCC(C(=O)NC(C)c1ccccc1)C(=O)NC(C)c1ccccc1 (stereo not given) | 6% | -10% | -3% | -7 | i | -3% | 12% | -17% | -19
Cc1ccccc1NCC(=O)N=Nc1c(O)[nH]c2ccc([N+](=O)[O-])cc12 | -27% | -2% | 3% | 1 | -23% | ? | 2% | -10% | -23
CC1=C(c2ccc(C)cc2)S(=O)(=O)N(Cc2ccc(C(=O)NCc3ccccc3)cc2)C1=O | 5% | 1% | / | -11 | -18% | / | / | 9% | /
O=C(Cc1cccs1)Nc1cccc(-c2ccc3nncn3n2)c1 | -4% | -7% | -5% | 8 | -20% | -9% | ? | 59%[activator] | 8
O=C(Nc1ccc(Cl)c(S(=O)(=O)N2CCOCC2)c1)C1=NN(c2ccccc2)C(=O)CC1 | 2% | 7% | 5% | 1 | -6% | -2% | -3% | 18% | -5
O=C(c1ccc(Cl)cc1Cl)N1CCN(c2ccccn2)CC1 | -8% | 12% | 8% | 5 | -29% | -28% | -5% | 4% | 16
O=C1O/C(=C\C(=O)N2CCOCC2)c2ccccc21 | 13% | 1% | -3% | -3 | -3%[57.5 µM] | 17% | 2% | 5% | -5
O=CN1CCN(C(=O)c2ccccc2Cl)CC1 | 33% | 25% | 0% | 2 | i | ? | -2% | 1% | -12
NC(=S)NN=C1CCCCCCCC1 | ? | 0% | -1% | -11 | ? | 0% | 0% | ? | -9
CN(C)c1ccc(CNC(=O)C2CCCN(S(=O)(=O)c3ccc4c(c3)oc(=O)n4C)C2)cc1 (stereo not given) | -1% | 7% | / | 7 | -18% | 28% | 0% | 4% | /
COc1ccc(OC)c(NC(=O)CSC2=NN3CCCC(=O)N=C3S2)c1 | -17% | -14% | 3% | 0 | -11% | 5% | 18% | 16% | 10
O=C(NCC1CCCCC1)c1cccc(Br)c1 | 7% | 0% | 0% | -14 | -10% | -2% | 8% | ? | 1
C[C@@H]1CN([C@@H](C)CO)C(=O)c2cc(NC(=O)CCC(F)(F)F)ccc2O[C@H]1CN(C)S(=O)(=O)c1ccc(Cl)cc1 | 2% | 0% | -3% | -5 | -13% | -10% | 6% | -20% | 0
CCCC(=O)Nc1ccc(Cl)c(NC(=O)c2ccc(Br)o2)c1 | 2% | 23% | -5% | 20 | -4%[57.5 µM] | 21µM* | 10% | 4% | 27
COc1c(C(=O)Nc2nccs2)ccc2ccccc12 | -1% | ? | -5% | -1 | -9% | 0% | 3% | ? | 8
O=C(NCCc1ccc(C(F)(F)F)cc1)C1CC(=O)N(c2ccc3c(c2)OCCO3)C1 (stereo not given) | -7% | -9% | 2% | -5 | ? | -1% | -3% | ? | -23
COc1ccc(S(=O)(=O)N2CCCCC2)cc1NC(=O)[C@@H]1CCCN1C(=O)c1cccs1 | 8% | -14% | 0% | 1 | 7% | 0% | 0% | 12% | -14
O=C(CNc1ccccc1)Nc1ccc(F)cc1 | 1% | -26% | -2% | 1 | i | 4% | -10% | 0% | -1
O=C(Nc1ccccc1F)Nc1ccccc1N1CCCCC1 | 1% | 15% | -13% | -1 | -42%[inhibitor] | ? | 8% | ? | 12
